HCV inh = inhibitors of hepatitis C virus infection; Huh7.5.1 HCVcc-Cre infection, luciferase reporter, 44 h; Potency, µM (series often up to 41.8 µM), for inactives: top-dose activity change, negative = inhibition, most hits filed as inhibitors; AID 651820; 340,000 tested, 3.4% active
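Seed cells (1,000/well) for 4 h; treat with compound and infect with HCVcc-Cre, moi about 0.5. Incubate 44 h, then detect luciferase activity.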
Pf growth 96h = P. falciparum growth inhibition at 96 hour, primary screen for plastid delayed-death inhibitors; P. falciparum luciferase reporter growth, 96 h; Potency, µM (doses to about 28.7 µM), inactives show at the top dose activity change, negative = inhibition, actives largely listed as inhibitors; 320,000 tested, 6.9% active
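Readout is luminescence from an integrated firefly luciferase in P. falciparum. Red cells, 2% hematocrit and 0.05% parasitemia final, were cultured with compound through two parasite generations (96 hours) at 37 C, 5% CO2.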
Sm TGR block = inhibitors of Schistosoma mansoni thioredoxin glutathione reductase | Q962Y6 | purified TGR, DTNB reduction, TNB absorbance 405 nm | Potency, µM (titrated, usually from 114 µM), inactives show top-dose activity change, negative = inhibition, most hits filed as inhibitors | 360,000 tested, 3% active | AID 485364; also: nearly all actives have a fitted effect of over 60% in size
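TGR 20 nM + NADPH 100 uM (dispensed conc.), cpd preinc 15 min RT; start with NADPH (500 uM addition) then DTNB (15 mM addition). Kinetic TNB absorbance, 405 nm filter. Four-parameter Hill fit across titration.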
LmPK inh = blocks Leishmania mexicana pyruvate kinase activity; Q27686; purified LmPK, Kinase-Glo ATP luminescence, 1 h; Potency, µM (series often up to 57.5 µM), without a hit: at the top dose activity change, negative = inhibition, most hits filed as inhibitors; 290,000 tested, 0.37% active; AID 1721
Target sequence (Q27686 whole entry, looked up): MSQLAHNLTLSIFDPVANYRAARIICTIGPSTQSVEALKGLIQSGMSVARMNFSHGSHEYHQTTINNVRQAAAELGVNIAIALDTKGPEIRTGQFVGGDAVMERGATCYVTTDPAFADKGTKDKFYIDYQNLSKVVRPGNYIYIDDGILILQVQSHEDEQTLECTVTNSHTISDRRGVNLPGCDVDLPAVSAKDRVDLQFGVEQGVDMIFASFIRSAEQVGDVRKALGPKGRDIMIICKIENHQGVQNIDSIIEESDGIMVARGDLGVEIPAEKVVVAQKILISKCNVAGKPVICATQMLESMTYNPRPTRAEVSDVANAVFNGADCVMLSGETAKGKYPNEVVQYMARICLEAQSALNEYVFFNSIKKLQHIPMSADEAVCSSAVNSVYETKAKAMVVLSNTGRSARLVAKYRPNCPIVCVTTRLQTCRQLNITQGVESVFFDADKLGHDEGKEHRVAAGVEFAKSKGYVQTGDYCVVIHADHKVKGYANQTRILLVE
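0.1 nM LmPK, 0.5 mM PEP, 0.1 mM ADP; 50 mM imidazole pH 7.2, 7 mM MgCl2, 50 mM KCl; 1 h RT. Kinase-Glo luminescence readout, normalized to no-enzyme (full inhibition) and uninhibited wells.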
Tb PYK inh = T. brucei pyruvate kinase inhibition; Potency, µM (series often up to 76.8 µM), inactives show top-dose activity, negative = inhibition, actives largely listed as inhibitors; AID 624173; Q57TT1; 410,000 tested, 0.12% active; TbPYK enzyme, Kinase-Glo Plus ATP luminescence, 45 min; also: nearly all actives have a fitted effect of over 50% in size
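ADP (130 uM final) triggers the TbPYK reaction after compound addition; incubation is 45 min at room temperature. Kinase-Glo Plus is then added and luminescence imaged. Normalized data are fitted to concentration-effect curves.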
Pf growth 48h = P. falciparum growth inhibition at 48 hours (one generation); P. falciparum luciferase growth in erythrocytes, 48 h; Potency, µM (titrated, usually from 28.7 µM), inactives show at the highest dose activity change, negative = inhibition, hits mostly inhibitors; 310,000 tested, 5.9% active; AID 504832
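Compounds are pin-transferred into medium, infected erythrocytes (2% hematocrit, 0.1% parasitemia final) are added, and plates sit one parasite generation at 37 C in 5% CO2. Detection reagent is then added and luminescence measured.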
Active calls of the source: *; u = inconclusive; x = no result given; & = joins results of further samples; [ ] = another dose, or the depositor's remark. Calls follow the shape of the dose curve; as a rule, active = well fitted curve in the direction sought with a large enough effect; inconclusive = small, poorly fitted or top-dose-only effect, or another doubt; inactive = no such curve, though single readings can be large; an effect the other way counts as inactive or inconclusive. % is scaled to controls: 0 for no effect and ±100 for the full control effect; potency is read from the fitted curve at half-maximal effect. Compounds were not picked by outcome; any-hit rate near 16%.

Preview, six compounds:
SMILES	HCV inh	Pf growth 96h	Sm TGR block	LmPK inh	Tb PYK inh	Pf growth 48h
CCCCCn1c(=O)c(C(=O)Nc2nc3ccccc3[nH]2)c(O)c2ccccc21	-5%	-19%	6%	11%	-6%	u
CCc1ccc(C(=O)COC(=O)C2CCN(c3ccc(C(F)(F)F)cn3)CC2)cc1	-2%	0%	3%	x	0%	7%
O=C(COc1cccc2c1CCN(Cc1ccccc1)C2=O)N1CCCCC1	u	-40%	-10%	0%	1%	u
CC1CC(C)CN(c2oc(-c3ccccc3Cl)nc2C#N)C1 (centres undefined)	-24%	u	10%	-4%	-2%	0%
Cc1ccc(-c2ccc(OC(=O)c3ccc(=O)[nH]c3)c(C)c2)cc1	u	21%	0%	-4%	-4%	19%
COc1ccc(OCCNC(=O)c2ccccc2OCC(=O)N2CCCCC2)cc1	u	10%	-4%	7%	2%	u

The listing, repeating the preview:
SMILES	HCV inh	Pf growth 96h	Sm TGR block	LmPK inh	Tb PYK inh	Pf growth 48h
CCCCCn1c(=O)c(C(=O)Nc2nc3ccccc3[nH]2)c(O)c2ccccc21	-5%	-19%	6%	11%	-6%	u
CCc1ccc(C(=O)COC(=O)C2CCN(c3ccc(C(F)(F)F)cn3)CC2)cc1	-2%	0%	3%	x	0%	7%
O=C(COc1cccc2c1CCN(Cc1ccccc1)C2=O)N1CCCCC1	u	-40%	-10%	0%	1%	u
CC1CC(C)CN(c2oc(-c3ccccc3Cl)nc2C#N)C1 (centres undefined)	-24%	u	10%	-4%	-2%	0%
Cc1ccc(-c2ccc(OC(=O)c3ccc(=O)[nH]c3)c(C)c2)cc1	u	21%	0%	-4%	-4%	19%
COc1ccc(OCCNC(=O)c2ccccc2OCC(=O)N2CCCCC2)cc1	u	10%	-4%	7%	2%	u
CC(C)N(C(=O)COC(=O)c1ccc(Cl)s1)c1ccccc1	-6%	u	2%	x	-1%	-5%
COc1cccc2c(N/N=C/c3ccco3)cc(C)nc12	-21%	27%	-2%	1%	-1%	59%[activator]
CC(C)CC(COCc1ccc(F)cc1)N1CCN(C(=O)c2cccc(C(F)(F)F)c2)CCC1=O (centres undefined)	-8%	13µM*	-11%	7%	2%	u
O=C(NC(=S)Nc1ccc(Cl)cc1)c1ccccc1	3%	116%[activator]	u	4%	0%	82%[activator]
CCCCn1cc(C(C)(C)C)c(C#N)c1NC(C)=O	3%	-20%	-3%	3%	-5%	x
COc1ccc(-c2noc(CN(C)CCC3CCCCO3)n2)cc1 (centres undefined)	-11%	-28%	-6%	-1%	1%	u
CCOc1ccc(OCCSc2nc(C)cc(=O)[nH]2)cc1	3%	u	0%	2%	u	28%
C=C1CCN(Cc2ccccc2)S(=O)(=O)c2ccccc21	-12%	-20%	-5%	6%	2%	-9%
CCC(=O)NNc1nc2c(C)cccc2s1	20%	-1%	2%	12%[11.5 µM]	-5%	16%

Complete entries, looked up by structure. Screens in order: HCV inh	Pf growth 96h	Sm TGR block	LmPK inh	Tb PYK inh	Pf growth 48h
Results for CCC(=O)NNc1nc2c(C)cccc2s1 → 20%	-1%	2%	12%[11.5 µM]	-5%	16%
Results for O=C(COc1cccc2c1CCN(Cc1ccccc1)C2=O)N1CCCCC1 → u	-40%	-10%	0%	1%	u
Results for COc1ccc(OCCNC(=O)c2ccccc2OCC(=O)N2CCCCC2)cc1 → u	10%	-4%	7%	2%	u
Results for CC(C)N(C(=O)COC(=O)c1ccc(Cl)s1)c1ccccc1 → -6%	u	2%	x	-1%	-5%
Results for CCCCCn1c(=O)c(C(=O)Nc2nc3ccccc3[nH]2)c(O)c2ccccc21 → -5%	-19%	6%	11%	-6%	u

The list goes on.
SMILES	HCV inh	Pf growth 96h	Sm TGR block	LmPK inh	Tb PYK inh	Pf growth 48h
C[C@]12CC[C@@H]3c4ccc(O)cc4CC[C@H]3[C@@H]1CC[C@@H]2OC(=O)CCC(=O)O	5%[8.37 µM]	0%	45µM*	8%	1%	-17%
COc1cccc(NC(=O)C(=O)N/N=C/c2cc(C)n(-c3ccc(Cl)c(Cl)c3)c2C)c1	-2%	9%	-27%	1%	1%	x
CCn1c(SCC(=O)NC(C)c2ccccc2)nc2ccccc21 (centres undefined)	2%	x	-2%	11%	-4%	2%
COC(=O)c1sccc1NC(=O)c1ccco1	-13%	x	4%	4%	3%	11%
COC(=O)c1cc(NC(=O)c2cccc(F)c2)cc(C(=O)OC)c1	u	u	3%	2%	0%	-6%[5.75 µM]
COc1ccccc1CCNC(=O)C(=O)NCC1CCCN1S(=O)(=O)c1ccccc1 (centres undefined)	u	15µM*	-4%	x	1%	u
CCCCCCCCCC(=O)O[C@H]1CC[C@H]2[C@@H]3CCC4=CC(=O)CC[C@]4(C)[C@H]3CC[C@]12C	x	8.5µM*	x	x	-7%	12µM*
Nc1sc(-c2ccccc2)cc1C(=O)N/N=C/c1ccc(Cl)cc1	-22%	19%	-6%	2%	-7%	-14%
Cc1cc(O)c2c(c1)OC1(C)CCC3C(C)(C)CCCC34COC2C14 (centres undefined)	x	u	x	x	2%	u
COc1ccc(F)cc1C(=O)C1CCCN(C(=O)CSc2ccccn2)C1 (centres undefined)	13%	-27%	13%	4%	-1%	u
Cn1c(N)c(C(=O)COC(=O)[C@H](Cc2ccccc2)N2C(=O)c3ccccc3C2=O)c(=O)n(C)c1=O	6%	0%	-6%	-1%	3%	-19%
O=C(NC1CCCCCC1)C1CCC(CNS(=O)(=O)c2ccc(Br)s2)CC1 (centres undefined)	u	x	0%	0%	15%	u
CCOc1ccc(C2=Nn3c(nnc3-c3ccccn3)SC2)cc1	-23%	u	-6%	7%	-5%	x
O=C(NC(=S)Nc1ccc(Br)cn1)c1cccs1	8%	u	4%	1%	3%	430%[activator]
O=C(COC(=O)CNS(=O)(=O)c1ccc(F)c(F)c1F)NC1CCCC1	14%	15%	-2%	x	-4%	29%
N/C(=N\O)c1ccncc1	22%	14%	18%	1%	-12%	6%
O=C(CN1CCN(Cc2ccc(F)cc2Cl)C1=O)NCCCN1CCOCC1	8%	u	-27%	-1%	-6%	24%
Cc1nc2ccc(NC(=S)N3CCC(C)CC3)cc2nc1C	8%	u	u	1%	-5%	-8%
O=C1CC(N(C(=O)c2ccco2)c2cccc(Cl)c2)C(=O)N1c1cccc(Cl)c1 (centres undefined)	x	-9%	u	-6%	2%	x
O=S(c1cc(Cl)cc(Cl)c1O)c1cc(Cl)cc(Cl)c1O	x	-105%	x	x	3%&-11%	-99%
Cc1nn(C)c(C)c1S(=O)(=O)N(CC(=O)Nc1ccc2c(c1)OCO2)c1ccc(C(C)C)cc1	-7%	u	-9%	3%	4%	-6%
COC(=O)C1=C(N)Oc2cc(C)[nH]c(=O)c2C1c1cc(OC)c(OC)c(OC)c1 (centres undefined)	31%[activator]	-9%	-10%	0%	-7%	10µM*
COc1ccc(N=Nc2cc(C)ccc2O)cc1	u	364%[activator]	-24%	u	3%	229%[activator]
O=C1CCCc2c1[nH]c1ccccc21	u	10%	-20%	2%	0%	-26%
O=C(CCCOc1ccc(Cl)cc1)NCC1CCCO1 (centres undefined)	17%	15%	-12%	0%	-6%	5%
CCc1ccc(N(C(=O)c2csnn2)C(C(=O)NC2CCCCC2)c2cccnc2)cc1 (centres undefined)	16%	u	-11%	-4%	0%	u
CCCCSc1cc(=O)[nH]c(N)n1	-19%	-10%	-1%	4%	3%	0%
CC(C)c1ccc(NC(=O)C2CCCN(S(=O)(=O)c3ccc4c(c3)C(C)(C)C(=O)N4C)C2)cc1 (centres undefined)	13µM*	u	-30%	-2%	-5%	u
CN(C(=O)c1ccc(-c2nn(C)c(=O)c3ccccc23)cc1)c1ccccc1	u	u	7%	7%	x	x
COc1ccc(C(=O)N/N=C(\CCC(=O)O)c2ccc(C(C)(C)C)cc2)cc1OC	-6%	-14%	0%	1%	2%	-14%
COc1cccc(-c2noc(CCC(=O)NC3CCCC3)n2)c1	-9%	-10%	5%	-1%	-7%	27%
COc1ccc(OC)c(-n2cnnn2)c1	4%	u	0%	-2%	-6%	2%
O=C(NCc1ccccc1)C1CCCN(S(=O)(=O)c2ccc(-n3cnnn3)cc2)C1 (centres undefined)	-25%	19%	0%	7%	0%	-3%
CCCCN(CCCC)CCCN1CC(=O)N2[C@@H](Cc3c([nH]c4ccccc34)C2(C)C)C1=O	1%	u	7%	-1%	-2%	9.3µM*
CCOC(=O)C1C(=O)CC(=O)CC1CC(C)SCC (centres undefined)	0%	1%	-19%	0%	-1%	2%
C#CCOCCOCCOCCNc1nc(N2CCN(C(=O)[C@H]([C@@H](C)CC)n3cc([C@@H](N)CO)nn3)CC2)nc(N2CCN(C(=O)[C@H](CCCCN)n3cc([C@@H](N)CC(C)C)nn3)CC2)n1	10%	34%[activator]	-17%	1%	-8%	9%
Cc1cc(NC(=O)CCC(=O)N(c2cccc(F)c2)C(C(=O)NC2CCCC2)c2ccccc2)no1 (centres undefined)	5%	u	3%	-3%	0%	u
O=C(Nc1ccccc1N1CCCCC1)C1=COCCO1	u	u	-4%	x	-4%	u
Cc1ccc(NCC(=O)N/N=C/c2ccc(C(=O)O)cc2)cc1	3%	u	2%	3%	-1%	109%[activator]
CCOc1ccc(NC(=O)Nc2ccc3c(c2)nnn3C)cc1	4%	x	2%	-1%	-2%	6%
c1coc(CNCCCN2CCOCC2)c1	15%	x	-33%	-1%	-14%	-10%
COCCn1nnnc1C(c1ccccc1)N1CCN(Cc2ccc3c(c2)OCO3)CC1 (centres undefined)	-2%	62%[activator]	-25%	7%	0%	6%
O=C(Nn1c(COc2ccccc2)nc2ccccc2c1=O)C(Cl)(Cl)Cl	13%	-1%	0%	2%	-2%	-2%
COc1cc(S(=O)(=O)N2CCN(c3ccccc3F)CC2)c(OC)cc1Cl	5%&-4%	48%[activator]	0%	2%	-7%	u
CCOc1cc(C)c(S(=O)(=O)NCc2ccccn2)cc1C	18%	-30%	-1%	-1%	3%	-15%
O=c1cc(CNc2cc(C(F)(F)F)cc(C(F)(F)F)c2)nc2sccn12	u	0%	-4%	-2%	-7%	7%
CCSc1nnc(-c2cc(Br)ccc2N=Cc2c(C)[nH]n(-c3ccccc3)c2=O)c(=O)[nH]1	-10%	u	2%	3%	-5%	-12%
O=C(Cn1ncc2c(=O)oc3ccccc3c21)NCCN1CCN(c2ccccc2F)CC1	-12%&8%	u	-6%	-3%	2%	3%
Cc1ccc(-c2noc(CCC(=O)NC3CC3)n2)cc1	5%	24%	5%	-4%	1%	38%[activator]
CCN1CCN(C(=O)COCc2cc(-c3ccc4c(c3)OCO4)on2)CC1	3%	34%[activator]	3%	1%	1%	43%[activator]
CCOc1ccc(N2CC(C(=O)Nc3nnc(Cc4ccc(OC)cc4)s3)CC2=O)cc1 (centres undefined)	5%	-4%	14%	1%	-8%	-82%
c1ccc2c(c1)nnn2-c1ncnc2sccc12	u	-22%	3%	-11%	1%	258%[activator]
CCC(Cc1ccccc1)NC(=O)C1CCN(S(=O)(=O)c2ccc3c(c2)CC(C)N3C(C)=O)CC1 (centres undefined)	-27%	u	-13%	-4%	-1%	u
Cc1nn(C)c(C)c1S(=O)(=O)N1CCC(C(=O)NC(C)c2ccccc2)CC1 (centres undefined)	1%	u	4%	0%	-9%	2%
Cc1ccnc(NC(=S)NC(=O)/C=C/c2ccccc2)c1	-9%	30%	-12%	-2%	1%	52%[activator]
O=c1cc(Nc2ccc3c(c2)OCCO3)[nH]c(=O)n1-c1ccc(Br)cc1	-12%	-25%	0%	5%	12%	-7%
